PLCb3 inh: human PLC-beta3 inhibitors, primary screen, biochemical, fluorescence. 370,000 compounds, 0.18% hits. 1-phosphatidylinositol 4,5-bisphosphate phosphodiesterase beta-3 (Homo sapiens), Q01970. Purified PLC-beta3, fluorogenic substrate. AID 720704, 2013. inhibition, % at 12.2 µM; in the data active means inhibition above about 11%;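 further: 0% = median of compound wells on plate and 100% = full blocker control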
ADAM17 inh: ADAM17 inhibitors, primary screen, biochemical, QFRET; Disintegrin and metalloproteinase domain-containing protein 17 (Homo sapiens), P78536; recombinant ADAM17, EDANS/DABCYL FRET peptide cleavage; inhibition, % at 6.95 µM; 370,000 compounds, 0.83% hits;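 active means inhibition above the mean of compounds lying between control limits plus 3 SD, set per campaign, cut at about 8.5% in these data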;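 further: 0% = DMSO-only wells as the low control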
Target sequence (P78536 215-824 limits assumed): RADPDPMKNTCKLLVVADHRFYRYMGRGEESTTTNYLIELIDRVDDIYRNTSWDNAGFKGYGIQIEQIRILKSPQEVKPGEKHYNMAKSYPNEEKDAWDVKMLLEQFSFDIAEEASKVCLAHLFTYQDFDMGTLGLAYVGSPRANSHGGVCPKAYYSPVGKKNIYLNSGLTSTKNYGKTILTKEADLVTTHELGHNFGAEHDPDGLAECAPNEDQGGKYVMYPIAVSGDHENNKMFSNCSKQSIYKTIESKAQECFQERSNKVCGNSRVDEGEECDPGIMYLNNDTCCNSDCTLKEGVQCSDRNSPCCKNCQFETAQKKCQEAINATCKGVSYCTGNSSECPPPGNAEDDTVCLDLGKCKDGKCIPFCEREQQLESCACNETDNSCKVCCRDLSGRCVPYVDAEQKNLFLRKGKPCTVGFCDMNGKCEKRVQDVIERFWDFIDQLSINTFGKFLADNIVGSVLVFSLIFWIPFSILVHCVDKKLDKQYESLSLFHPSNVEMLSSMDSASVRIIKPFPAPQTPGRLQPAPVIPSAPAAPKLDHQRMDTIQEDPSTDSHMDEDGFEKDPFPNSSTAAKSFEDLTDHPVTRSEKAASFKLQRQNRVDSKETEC
ARFGAP1 inh: inhibitors of rat ARFGAP1 GAP activity, primary screen, biochemical, fluorescence polarization, GDP tracer | ADP-ribosylation factor GTPase-activating protein 1 (Rattus norvegicus), Q62848 | Arfgap1-stimulated ARF1 GTP hydrolysis, GDP FP detection | inhibition, % at 16.5 µM | 360,000 compounds, 0.26% hits | AID 651572, 2012;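 active means inhibition above a per-plate limit, mean inhibition of low control wells plus 3 SD, cut at about 25% in these data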;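 further: 0% = DMSO wells with enzyme and 100% = wells lacking Arfgap1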
Target sequence (Q62848 1-136 limits assumed): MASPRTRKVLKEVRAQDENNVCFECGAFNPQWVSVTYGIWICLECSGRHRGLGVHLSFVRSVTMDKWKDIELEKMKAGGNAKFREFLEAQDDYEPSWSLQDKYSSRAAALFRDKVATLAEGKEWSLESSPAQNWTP
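Material: truncated rat Arfgap1 GAP domain; Incubation: compound-enzyme preincubation 20 min, reaction 120 min, detection 60 min, 25 °C; Read-out: percent inhibition of Arfgap1-stimulated GTP hydrolysis; Technique: FP, GDP Alexa 633 tracer displaced from anti-GDP antibody, 620/688 nm; Controls: No-Arfgap1 wells (100%) versus DMSO full-reaction wells (0%); Replication: single well per compound.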
DDE Tn7 FP inh: inhibitors of Tn7 peptide binding to fibrin DD(E), primary screen, biochemical, fluorescence polarization, human fibrin, Tn7 probe; Fibrinogen beta chain (Homo sapiens), P02675; FP displacement of FITC-Tn7 peptide from fibrin DD(E); 0% = median of compound wells per plate; inhibition, % at 8.3 µM; 370,000 compounds, 0.13% hits;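 active means inhibition above the mean of compounds falling within the control limits plus 3 SD of them, cut at about 14% in these data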;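 further: 0% = plate median of compound wells and 100% = 10 µM Aha-Tn7 peptide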
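Measure: % inhibition scaled between sample-field median and high-control FP; Test system: human fibrin DD(E); Quantity: 2 µM final DD(E) protein; Doses: one dose, 8.3 µM nominal; Schedule: compound with protein 10 min, then 3 h after probe, room temperature; Detection: fluorescence polarization; Medium: Tris buffer with calcium and detergent, pH 7.8.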
DDE Tn6 FP inh: inhibitors of Tn6 peptide binding to fibrin DD(E), primary screen, biochemical, fluorescence polarization, human fibrin, Tn6 probe | Fibrin DD(E) TRITC-Tn6 fluorescence polarization displacement | inhibition, % at 8.3 µM | 370,000 compounds, 0.21% hits | AID 720509, 2013;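 active means inhibition above a per-campaign cutoff: mean of compounds within control limits plus 3 SD, cut at about 15% in these data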;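 further: 0% = median of all compound wells on the plate and 100% = blocking peptide control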
KLK7 zymogen act: proKLK7 zymogen activators, primary screen, biochemical, fluorescence intensity. Kallikrein-7 (Homo sapiens), P49862. purified proKLK7, EDANS-DABCYL substrate fluorescence; 100% is mature enzyme control, 0% vehicle. activation, % at 7 µM. 370,000 compounds, 0.9% hits;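 active means activation above the mean of all tested compounds plus 3 SD, computed per campaign excluding outliers beyond control limits, cut at about 13% in these data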
Target sequence (P49862 whole entry, looked up): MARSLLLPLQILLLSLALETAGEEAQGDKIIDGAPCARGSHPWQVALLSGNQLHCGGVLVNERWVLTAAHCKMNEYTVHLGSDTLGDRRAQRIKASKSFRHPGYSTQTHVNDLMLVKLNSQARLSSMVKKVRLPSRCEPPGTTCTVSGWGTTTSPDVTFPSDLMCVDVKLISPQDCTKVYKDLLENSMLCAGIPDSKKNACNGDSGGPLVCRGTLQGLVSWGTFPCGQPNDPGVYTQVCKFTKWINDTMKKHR
UHRF1 MBD2 ctr: UHRF1 methylated DNA binding inhibitors, primary screen, counter-screen for MBD2 inhibitor project, biochemical, TR-FRET, human UHRF1, single concentration; 370,000 compounds, 0.75% hits; inhibition, % at 4.4 µM; UHRF1 binding to methylated oligo; E3 ubiquitin-protein ligase UHRF1 (Homo sapiens), Q96T88; in the data active means inhibition above about 21%;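 further: UHRF1 SRA domain binding a hemimethylated CpG hairpin DNA probe; 0% = median of test compound wells and 100% = reference inhibitor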
ASAP1 GAP inh: inhibitors of human ASAP1 ArfGAP activity, primary screen, biochemical, fluorescence polarization; ASAP1-stimulated ARF1 GTP hydrolysis, GDP FP detection; inhibition, % at 16.5 µM; 360,000 compounds, 0.19% hits; in the data active means inhibition above about 25%;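 further: 0% = vehicle with enzyme and substrate and 100% = no enzyme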
PLC-gamma1 inh: PLC-gamma1 enzyme inhibitors, primary screen, biochemical, fluorescence, purified enzyme; inhibition, % at 12.2 µM; AID 720700, 2013; 370,000 compounds, 0.84% hits; fluorogenic substrate; in the data active means inhibition above about 9.5%
MBD2 DNA inh: inhibitors of MBD2 binding to methylated DNA, primary screen, biochemical, TR-FRET, DNA-binding domain, human; Methyl-CpG-binding domain protein 2 (Homo sapiens), Q9UBB5; MBD2 binding to methylated oligonucleotide; inhibition, % at 4.4 µM; 370,000 compounds, 0.31% hits; in the data active means inhibition above about 13%
* marks the source's active call; other numbers are inactive results; nt = not tested or not shown; & = joins results of further samples.

SMILES	PLCb3 inh	ADAM17 inh	ARFGAP1 inh	DDE Tn7 FP inh	DDE Tn6 FP inh	KLK7 zymogen act	UHRF1 MBD2 ctr	ASAP1 GAP inh	PLC-gamma1 inh	MBD2 DNA inh
Cc1cccc(N2CCN(C(=O)C3CCC(=O)N(C4CC4)C3)CC2)c1C (configuration not stated)	-8	-3	17	1	-4	-0.5	3	5	1	5
O=C(C1CCN(S(=O)(=O)c2cccs2)CC1)N1CCN(c2ccccc2O)CC1	-4	0	5	-5	-1	-0.3	-4	11	1	3
CCn1ncc([N+](=O)[O-])c1C(=O)Nc1c(C)cccc1C	-7	-4	-5	-3	4	-0.8	2	10	-2	4
CCN(CC)S(=O)(=O)c1cccc(C(=O)NCC(c2ccccc2)N(C)C)c1 (configuration not stated)	-4	1	6	6	4	-0.6	4	2	0	5
CC1(C)Cc2cccc(OCC(=O)Nc3ccc(OCC(N)=O)cc3)c2O1	-4	1	-1	-8	0	-0.9	0	5	1	2
COc1ccccc1-n1c(-c2ccccc2)c[n+]2c1CCc1ccccc1-2	-1&0	1&-2	-2&-4	-3&-3	-4&2	0.4&0.0	20&1	13&-9	-4&-5	3&3
O=C(Nc1ccccc1)/C(=C1\CCCN1)[N+](=O)[O-]	3	2	-5	1	7	-0.3	1	-11	2	-2
OC(COC(c1ccccc1)c1ccccc1)CN1CCCCC1 (configuration not stated)	5	-1	7	-7	-2	-0.2	1	9	3	-3
CCOC(=O)c1nc2nc(-c3cccs3)cc(C(F)(F)F)n2n1	-369	-269	-15	-3	10	62*	0	0	-342	-1
N#C/C(=N\Nc1ccc([N+](=O)[O-])cc1)C(N)=S	1	8	4	-5	-3	0.6	-17	-2	7	-13
COc1ccc(-c2cc(NC=O)c3ncc(-c4ccc(C(C)=O)cc4)n3c2)cn1	-326	-31	29*	2	-3	-35	-4	21	-245	3
O=C(O)c1cccc(S(=O)(=O)N2CCN(Cc3ccc4c(c3)OCO4)CC2)c1	-3	-4	4	1	2	0.4	2	12	1	3
CCOc1ncccc1C(=O)OCC(=O)Nc1ccc(-c2nc3ccc(C)cc3s2)cc1	-43	-98	-3	-4	5	-4.4	-1	-4	-39	2
O=C(NC1CCCC1)C(c1cccs1)N(Cc1ccco1)C(=O)c1csnn1 (configuration not stated)	0	-7	6	3	-1	0.2	-1	-1	-1	5
O=C(O)CCC(=O)N1CC=C(c2ccccc2)CC1	-6	-12	-1	8	1	-1.2	1	-16	-6	0
Clc1ccc(OCc2nn3c(C4CCCCC4)nnc3s2)cc1	0	4	2	4	-2	-0.8	2	3	3	2
O=C(N/N=C/c1cc(Br)c(Br)s1)c1ccncc1	-4	2	1	-4	6	0.5	-1	0	1	-9
COc1cc(C2Nc3ccccc3NC3=C2C(=O)CC(c2ccc(OC)c(OC)c2)C3)ccc1O (configuration not stated)	-17	-1	9	4	-1	0.5	-3	18	-11	1
CC1=NN(C(=O)c2ccc(Br)cc2)C(O)(c2ccccc2)C1 (configuration not stated)	-17	0	-6	8	3	-0.9	1	-14	-5	-3
Cc1cc(C)cc(NC(=O)NC2CCN(S(=O)(=O)c3ccc(F)cc3)CC2)c1	2	1	nt	-2	1	0.2	-1	nt	5	-1
Cc1cnnc2ccc3c(no[n+]3[O-])c12	1	-4	-7	2	-9	0.6	-10	2	-2	-5
O=C(c1cc2c(s1)-c1ccccc1S(=O)(=O)C2)N1CCCC1	-45	-2	2	-1	1	0.6	-5	2	-25	0
COc1ccc(CC(=O)OC(C)C(=O)NC2CCCCC2C)cc1 (configuration not stated)	-1	2	4	0	-3	-0.4	5	13	3	-1
CC(C)COc1ccc2[nH]c3c(c2c1)CCCC3=O	-154	-3	1	2	2	1.1	0	-9	-115	0
CCSc1nnc(NC(=O)C2C3C=CC(C3)C2C(=O)O)s1 (configuration not stated)	2	1	7	-2	1	0.0	2	8	1	2

More structures
SMILES	PLCb3 inh	ADAM17 inh	ARFGAP1 inh	DDE Tn7 FP inh	DDE Tn6 FP inh	KLK7 zymogen act	UHRF1 MBD2 ctr	ASAP1 GAP inh	PLC-gamma1 inh	MBD2 DNA inh
CCCOc1ccccc1/C=C1\SC(N2CCCCC2)=NC1=O	-10	-2	5	-1	0	0.2	0	10	-4	-6
COC(=O)c1ccc2nc(-c3ccco3)c(Cc3cccc(F)c3)n2c1	-50	-23	-6	2	-11	-5.0	19	10	-39	1
CCn1c2ccccc2c2cc(NC(=O)c3cc(OC)cc(OC)c3)ccc21	3	3	1	-4	3	0.2	9	-2	1	3
O=S(=O)(c1ccccc1)N1CCN(C/C=C/c2ccccc2)CC1	-8	-3	-1	-4	2	-0.2	2	-8	-13	0
CNS(=O)(=O)c1cccc(C(=O)OCC(=O)N2CCN(C(=O)c3ccco3)CC2)c1	-4	-5	-1	-1	2	-0.3	-2	-13	2	1
COc1ccc(S(=O)(=O)Nc2c(C)c(C)cc3c2ncn3C)cc1	3	-1	-2	4	2	-0.1	0	-9	1	-2
O=C(c1ccccc1)c1cccc(NC(=O)c2ccc(Br)o2)c1	1	3	4	-4	-2	0.0	-1	2	2	-4
Nn1c(Nc2ccccc2)nc2sc3c(c2c1=O)CCC3	-5	3	-7	-2	-7	-1.0	2	-8	-11	4
COc1ccc(-c2cc(=O)c3cc(OC)ccc3o2)cc1	-100	-77	7	-3	3	2.7	-2	7	-80	0
CC1CN(c2nc3ccccn3c(=O)c2/C=C(\C#N)C(=O)N2CCOCC2)CC(C)O1 (configuration not stated)	-2	-5	-11	6	8	0.9	0	-17	-3	-4
CCCCCCC1C(C#N)=C(N)OC2=C1C(=O)CC(C)(C)C2 (configuration not stated)	3	-4	4	-4	1	0.1	0	-14	0	-1
CCn1c(C)nc2cc(C(=O)N/N=C/c3ccc(OC)c(O)c3)ccc21	-15	-7	17	4	-13	-0.2	-6	-4	-12	-10
CCCCOC(=O)CSCC(=O)N1N=C(c2cccs2)CC1c1ccc(F)cc1 (configuration not stated)	-77	-15	-14	6	-10	-0.6	-4	-15	-70	1
Cc1ccc(C)c(S(=O)(=O)c2c(N)n(/N=C/c3ccco3)c3nc4ccccc4nc23)c1	-202	-162	0	3	-3	6.2	-1	2	-166	-2
Cn1nccc1C(=O)N/N=C/c1ccccc1[N+](=O)[O-]	-1	0	-2	2	5	0.1	-3	-14	0	0
O=C(COC(=O)/C=C/c1cccs1)NC(=O)Cc1ccccc1	3	-1	-8	-4	1	-0.2	2	-13	-2	0
O=C(CCCN1C(=O)S/C(=C\C=C\c2ccccc2)C1=O)Nc1ccc(C(=O)O)cc1	-9	2	9	-6	-5	0.3	0	5	1	-1
CC(C)c1ccc(Oc2cccc3c2S(=O)(=O)N(C2CCCC2)CC(COCc2ccccc2)O3)cc1 (configuration not stated)	1	2	-8	2	0	0.0	2	2	3	5
CC(C(=O)NCCc1ccc(F)cc1)N1CCN(Cc2ccccc2)CC1 (configuration not stated)	-2	2	-4	-6	1	0.1	-2	1	-2	-2
COc1cccc(-n2nnc3c(=O)n(CC(=O)Nc4ccc(C)cc4)cnc32)c1	-2	1	16	-3	-9	-0.5	5	7	8	-5
COc1cccc(CNC(=O)CCC2CCCN(C(=O)c3ccc(OC)o3)C2)c1 (configuration not stated)	-5	-1	0	-2	8	0.1	-1	-7	-3	-2
Cc1ccc(CNC(=O)[C@@H](Cc2ccccc2)NC(=O)[C@H]2O[C@@H](n3ccc(N)nc3=O)[C@H](O)[C@@H]2O)o1	0	-6	-8	-1	1	0.6	-2	-3	0	-4
CC(NC(=S)NC1CCCCC1)c1ccccc1 (configuration not stated)	-6	-1	-7	1	0	-0.1	-1	-6	-1	0
CC(=O)N(c1nc2ccccc2s1)N1C(=O)c2ccccc2C1=O	-8	-6	5	3	-9	-0.7	0	6	-6	-4
CCN1CCN(c2nc3c(c(=O)[nH]c(=O)n3C)n2Cc2ccccc2)CC1	3	1	19	-5	6	-0.4	2	0	6	4

Remaining list, next part
SMILES	PLCb3 inh	ADAM17 inh	ARFGAP1 inh	DDE Tn7 FP inh	DDE Tn6 FP inh	KLK7 zymogen act	UHRF1 MBD2 ctr	ASAP1 GAP inh	PLC-gamma1 inh	MBD2 DNA inh
CC(C)CC1C(=O)N(Cc2cn(CCC3OCCCO3)nn2)CCS(=O)(=O)N1Cc1ccc(-c2ccc(F)cc2)cc1 (configuration not stated)	4	1	-1	9	-4	-0.6	-3	9	0	0
COc1ccc(C(CNC(=O)COc2ccccc2C)N2CCCCC2)cc1 (configuration not stated)	-2	1	-9	1	0	-0.4	20	10	-2	-4
N#CCOc1ccc(C2=NO[C@@H]3[C@@H]4C[C@@H]([C@H]5C(=O)N(c6ccc7c(c6)OCO7)C(=O)[C@@H]45)[C@H]23)cc1	-2	7	-7	7	-1	-0.2	-5	-3	-1	-3
Cn1c(=O)cc(NCc2ccccc2)[nH]c1=O	2	-5	5	-1	0	-1.0	0	6	-1	-2
Cc1cc(C)cc(OCC(=O)OCC(=O)N2CCc3ccccc32)c1	-7	-2	13	-6	-1	0.7	-1	-2	-1	2
COc1ccc(/C=C(\C#N)C(=O)Nc2cc(C)c(Cl)cc2OC)cc1O	-7	0	-5	-4	-3	-1.0	7	11	1	2
CC(=O)Nc1ccc(NC(=O)c2c(-c3ccccc3)noc2C)cn1	-9	-4	-5	3	6	-0.2	0	-7	1	-4
CN(C)c1ccc(C(CNC(=O)c2ccccc2)c2c[nH]c3ccccc23)cc1 (configuration not stated)	-1	6	11	6	-7	0.5	0	17	1	3
O=C(NNC(=S)NC1CCCCC1)c1sc2ccccc2c1Cl	-38	1	25*	-5	-2	-0.7	-5	17	-37	2
CCOc1cccc(-c2nnc3sc(COc4ccc(C)cc4)nn23)c1	-2	-8	16	7	3	0.8	-4	3	-4	4

Among those listed so far, three have a Cl atom:
SMILES	PLCb3 inh	ADAM17 inh	ARFGAP1 inh	DDE Tn7 FP inh	DDE Tn6 FP inh	KLK7 zymogen act	UHRF1 MBD2 ctr	ASAP1 GAP inh	PLC-gamma1 inh	MBD2 DNA inh
Clc1ccc(OCc2nn3c(C4CCCCC4)nnc3s2)cc1	0	4	2	4	-2	-0.8	2	3	3	2
COc1ccc(/C=C(\C#N)C(=O)Nc2cc(C)c(Cl)cc2OC)cc1O	-7	0	-5	-4	-3	-1.0	7	11	1	2
O=C(NNC(=S)NC1CCCCC1)c1sc2ccccc2c1Cl	-38	1	25*	-5	-2	-0.7	-5	17	-37	2

Assay outcomes (PubChem)
